Ins promoter up = insulin promoter activators in MIN6 cells, imaging, high-content screening, mouse beta cells | 190,000 compounds, 0.3% hits | z-score at 5 µM | MIN6 insulin promoter-GFP reporter; active compounds read high;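 active = z-score above 3 at 5 µM with at least 500 cells counted in the well; inconclusive = wells under 500 cells, flagged as cytotoxic or low count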
WT yeast gro inh = growth inhibition of WT strain, primary screen, mitochondrial fusion inhibitor project, WT and mutant strains, chemical genetic. 190,000 compounds, 2.1% hits. inhibition, % at 10 µM. AID 1362, 2008. mitochondrial fusion phenotypic screen; in the data active = inhibition above about 58%; tested in S. cerevisiae
West Nile virus CPE = West Nile virus antiviral activity, cell-based, CPE readout (AID 1621); West Nile virus-infected cells, CPE inhibition; higher % means a stronger effect; CPE inhibition, % at 10 µM; hits with a dose series show IC50 in µM; 290,000 compounds, 0.02% hits; in the data active = a potency from the dose series; inconclusive = CPE inhibition mostly from about 3.7% at the one dose, without a potency; inactive = the rest, 99 in 100 with CPE inhibition below about 2.2%; also: strong numbers were not always called active
MT stabilize HCS = microtubule stabilizers in HeLa cells, primary screen, imaging, high-content imaging | HeLa tubulin immunostaining HCS, 24 h; share of cells brighter than vehicle mean+2SD | 200,000 compounds, 0.83% hits | % tubulin-high responders, % at 10 µM;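 active = plate Z-score above 3 for both tubulin-high and condensed-nucleus cell shares, with cell loss under 80%, at 10 µM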;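 also: anti alpha tubulin signal scored within the nucleus-defined area of each cell; some results filed as inactive read as strong as hits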
Myeloid diff MLP = induction of myeloid progenitor differentiation, primary screen, cell-based, flow cytometry, MLPCN library; AID 624256, 2012; ER-HoxA9 myeloid progenitors, lysozyme-GFP differentiation; calls only at 10 µM; 360,000 compounds, 1% hits;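 active = normalized GFP-positive differentiation at or above the plate's own cutoff, the solvent-only control mean plus 3 SD; inconclusive = no clear call, values can overlap the other calls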;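 also: cells exposed to compound for four days before flow analysis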
Autophagy mod = autophagy modulators in MEF cells, primary screen, imaging, high-content, MEF GFP-LC3 | MEF GFP-LC3 puncta imaging; test concentration mostly 10 µM | calls only at 10 µM (by protocol) | 190,000 compounds, 0.98% hits | AID 463193, 2010;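 active = percentage of spot-positive cells more than 3 SD above its plate mean, without a fluorescence outlier flag or 80% toxicity; inconclusive = no clear call, values can overlap the other calls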;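 also: spot-positive cell cutoff set from DMSO-treated cells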
T cell HTS = modulators of CD8 T cell-vesicle binding, primary screen, mouse 2C CD8+ T cells, flow cytometry; AID 2052, 2009; calls only at 7 µM; 2C CD8+ T cell-vesicle binding; active compounds read low; 330,000 compounds, 0.068% hits;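 active = response, share of CD8 T cells binding vesicles, and their 90th percentile fluorescence all below set limits, cut at about 80% in these data, passing the limit was not always enough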
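Read-out – percent CD8+ FL2 mean versus row control · System – murine 2C transgenic CD8+ T lymphocytes · Times – 1.5 h cell–vesicle binding at 37 °C, then 20 min icy labelling · Control set – naked vesicles low, QL9 vesicles with vehicle high · Detection – cytometric PE anti-B7-1 and Alexa647 anti-CD8 signals after 1% paraformaldehyde fixation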
Hep lipid drop = inhibitors of hepatocyte lipid droplet formation, primary screen, imaging, high-throughput imaging, BODIPY stain | inhibition, % at 6.5 µM | 240,000 compounds, 0.4% hits | AML12 mouse hepatocytes, oleate lipid droplets;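 active = lipid droplet intensity inhibited by at least 50%, with more than 500 cells counted; inconclusive = wells with under 300 cells, treated as cytotoxic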
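System: AML12 hepatocytes (mouse). Probe or stimulus: oleic acid at 100 µM to induce lipid droplet formation. Times: overnight treatment with compound plus oleate. Detection: Image-based BODIPY and DAPI two-channel analysis. Evaluation: percent inhibition of filter-corrected integrated lipid droplet intensity per well.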
b-catenin transl = modulators of beta-catenin nuclear translocation, primary screen, imaging, HeLa cells, immunofluorescence, high-content. nuclear translocation activity, % at 5 µM. 190,000 compounds, 0.3% hits;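 active = nuclear translocation activity above 50% at 5 µM, with a well cell count of 50 or more; inconclusive = wells under 50 cells across six images, flagged as toxic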;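 also: per-cell ratio of nuclear to cytoplasmic median beta-catenin stain intensity; plate controls were DMSO negative control for no effect and GSK-3 inhibitor IX positive control for full effect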
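Technique: fluorescence imaging of beta-catenin antibody stain plus DAPI / Material: human HeLa cell line / Incubation: compound treatment 24 h, 37°C, 5% CO2 / Read-out basis: % activation of per-cell nuclear versus cytoplasmic median beta-catenin signal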
WT yeast gro inh mutant strain = further read-out of WT yeast gro inh, marked with its call; inhibition, %; mitochondrial fusion phenotypic screen, mutant strain inhibition
Ins promoter up cell count = second read-out of Ins promoter up, no call of its own (marks repeat the call); cell count; measured here: cytotoxicity, nuclei count;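 total cells summed across four imaged fields per well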
Hep lipid drop cells 6.5 µM = second read-out of Hep lipid drop, no call of its own (marks repeat the call); cell count; measured here: cell count, cytotoxicity flag;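 cells counted across two imaged fields per well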
b-catenin transl cell count 5 µM = further read-out of b-catenin transl, marked with its call; cell count; measured here: cell count, cytotoxicity flag
T cell HTS vesicle-bound % = further read-out of T cell HTS, marked with its call; double positive events, %; measured here: CD8+ vesicle-bound cell fraction;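 binding gate set so that unloaded-vesicle control wells show 10% double positive cells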
MT stabilize HCS Hoechst-high % = also measured in MT stabilize HCS; calls as there; % Hoechst-high responders; measured here: nuclear condensation Hoechst responders;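 share of cells brighter than vehicle mean plus two SD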
MT stabilize HCS cytotoxicity % = recorded beside MT stabilize HCS, whose call it bears; toxicity, %; measured here: cytotoxicity by cell density;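 0% = mean cell density of plate MIN control wells and 100% = no cells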
Autophagy mod cell loss 18 h = also measured in Autophagy mod; calls as there; toxicity, %; measured here: cell loss, nuclei count;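 cell loss after 18 h compound exposure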
Myeloid diff MLP GFP+ MAC1+ % = also measured in Myeloid diff MLP; calls as there; GFP+ MAC1+ double positive, %; measured here: differentiation confirmed by MAC1 staining
Starred values were filed as active, the others as inactive; i = inactive; ? = inconclusive; . = not tested or not shown; + = active, no number.

SMILES | Ins promoter up | Ins promoter up cell count | WT yeast gro inh | WT yeast gro inh mutant strain | West Nile virus CPE | MT stabilize HCS | MT stabilize HCS Hoechst-high % | MT stabilize HCS cytotoxicity % | Myeloid diff MLP | Myeloid diff MLP GFP+ MAC1+ % | Autophagy mod | Autophagy mod cell loss 18 h | T cell HTS | T cell HTS vesicle-bound % | Hep lipid drop | Hep lipid drop cells 6.5 µM | b-catenin transl | b-catenin transl cell count 5 µM
Cc1nc(NCc2ccco2)c2c(C)c(C)sc2n1 | -1.4 | 543 | 2 | 14 | -1.0% | 2.0 | 0.3 | 11 | ? | . | i | 26 | i | 4 | -28 | 719 | 8.0 | 1172
CC(Sc1ccc2c(c1)OCCO2)C(=O)Nc1ccc(N2CCOCC2)cc1 (stereo unspecified) | 2.3 | 1255 | -11 | -4 | -0.3% | 2.4 | 2.2 | 10.0 | i | 0.4 | i | 0 | i | 12 | -55 | 664 | 0.0 | 1102
Cc1cc(S(=O)(=O)NC(C)C)ccc1OCC(=O)N1CCOCC1 | -0.24 | 947 | -6 | -7 | 0.0% | 1.2 | 0.6 | 2.3 | i | 4.3 | i | 2 | i | 54 | 3 | 755 | . | .
CCOC(=O)C1=C(C)OC(N)=C(C#N)C1c1cc2cc(C)ccc2nc1N1CCCCC1 (stereo unspecified) | 0.69 | 613 | -11 | -6 | . | 3.7 | 2.1 | 8.1 | i | 0.6 | i | 5 | i | 14 | -9 | 722 | -1.1 | 1254
COc1cccc(NC(=O)C2CCN(S(=O)(=O)c3ccc4c(c3)NC(=O)CO4)CC2)c1 | . | . | . | . | 0.5% | . | . | . | i | 0.2 | . | . | i | 12 | 11 | 695 | . | .
Cc1cc(=O)[nH]c(SCC(=O)Nc2ncc(S(=O)(=O)c3ccc([N+](=O)[O-])cc3)s2)n1 | . | . | 3 | -3 | 2.0% | 2.4 | 2.2 | 8.3 | i | 0.3 | i | -39 | i | 55 | -6 | 713 | -0.6 | 1078
Cn1c(=O)c(-c2ccccc2N)nc2ccccc21 | -0.21 | 1253 | 19 | 22 | -0.3% | 2.6 | 2.2 | 9.5 | i | 1.1 | i | 2 | i | 60 | -24 | 621 | . | .
C/C(=N/NC(=O)c1cccs1)c1ccc(NC(=O)COc2ccc(Cl)cc2)cc1 | . | . | -2 | 10 | 1.7% | 1.8 | 2.0 | 5.5 | i | 1.3 | i | -4 | i | 19 | 16 | 653 | 0.4 | 1056
COc1ccccc1-c1c(NC(=O)c2ccco2)n(C)c2ccccc2c1=O | -0.96 | 1438 | . | . | -0.6% | . | . | . | . | . | . | . | i | 5 | . | . | 0.6 | 1305
Nc1nnn(CC(=O)N/N=C/c2ccncc2)n1 | . | . | . | . | 0.3% | . | . | . | i | 1.2 | . | . | i | 45 | 18 | 747 | 1.9 | 1328
CC1CCCCC1NC(=O)Cn1ncc2ccccc21 (stereo unspecified) | -0.6 | 1760 | 10 | 3 | -0.6% | 2.7 | 2.1 | 7.1 | i | 1.4 | . | . | i | 40 | -11 | 659 | 3.5 | 1063
CCCC1=[N+](CC(=O)c2ccc(C)cc2)CCn2cccc21 | 1.3 | 1469 | -6 | -11 | -0.9% | 2.7 | 1.7 | 7.5 | + | 0.7* | i | -9 | i | 31 | 12 | 637 | 1.2 | 1105
Cc1ccc2nccc(C(=O)N3CCCC(N4CCN(c5ccc(F)cc5)CC4)C3)c2c1 (stereo unspecified) | . | . | . | . | -1.6% | . | . | . | i | 3.9 | . | . | i | 6 | -16 | 797 | . | .
CCOc1cc(/C=C2\CCCc3c2nc2ccccc2c3C(=O)O)ccc1OC | . | . | . | . | 0.6% | . | . | . | i | 1.8 | . | . | i | 45 | 2 | 757 | . | .
O=C(Nc1cccc(C(=O)N2CCCC2)c1)c1ccccc1Cl | . | . | 0 | -9 | -0.6% | 1.3 | 1.2 | 4.9 | i | 7.3 | i | -7 | i | 38 | -16 | 836 | . | .
CCOC(=O)c1[nH]c(C(=O)O)c(CCN(CC)CC)c1C | -0.09 | 1692 | -2 | -26 | 0.2% | 5.2 | 2.1 | 5.1 | i | 1.1 | i | -2 | i | 36 | . | . | -1.9 | 1393
COC(=O)c1cc(NC(=O)c2cccs2)ccc1N1CCOCC1 | . | . | -24 | -28 | -0.6% | . | . | . | . | . | i | -18 | i | 24 | -15 | 612 | -0.4 | 1600
O=CN1CCN(C(=O)Cc2ccc([N+](=O)[O-])cc2)CC1 | -0.11 | 1361 | -8 | -9 | 0.0% | 3.4 | 3.2 | 6.0 | i | 1.2 | i | 9 | i | 44 | 5 | 625 | -1.0 | 1046
Nc1c(S(=O)(=O)c2ccccc2)c2nc3ccccc3nc2n1/N=C/c1cccc(O)c1 | -0.64 | 1236 | -23 | -34 | -0.5% | 12 | 2.7 | 5.6 | i | 0.2 | i | 4 | i | 50 | . | . | 3.9 | 1026
Cc1[nH]nc(SCC(=O)NC(C)c2ccccc2)c1[N+](=O)[O-] (stereo unspecified) | -0.38 | 1381 | -2 | 3 | -0.7% | 4.6 | 1.9 | 6.0 | i | 0.5 | i | 2 | i | 22 | -8 | 538 | -3.2 | 1163
CC(C)NC(=O)c1ccc2c(c1)N(CC(=O)N1CCOCC1)C(=O)C(C)(C)O2 | -0.14 | 1291 | 8 | -2 | -0.3% | 2.5 | 1.5 | 4.5 | i | 0.3 | i | -20 | i | 27 | . | . | -0.7 | 958
Cc1cccn2c(=O)c(/C=C(\C#N)C(N)=O)c(N3CCCCCC3)nc12 | . | . | . | . | -0.7% | . | . | . | i | 0.2 | . | . | i | 16 | 1 | 788 | . | .
O=C(N/N=C/c1sc(=O)[nH]c1-[n+]1ccc2ccccc2c1)c1ccccc1[O-] | . | . | . | . | 0.2% | . | . | . | i | 4.4 | . | . | i | 14 | -4 | 671 | . | .
Cc1ccc(Nc2nc(N)nc(CN3CCN(Cc4ccc5c(c4)OCO5)CC3)n2)c(C)c1 | ? | . | 15 | -46 | -1.4% | 4.3 | 3.7 | 7.6 | i | 1.1 | i | 6 | i | 30 | . | . | -2.1 | 710
N#C/C(C(=O)N1CCCC1)=C1/N=C(N)c2ccccc21 | 0.52 | 1331 | -10 | -32 | 0.0% | 3.4 | 2.1 | 5.4 | i | 0.2 | i | 3 | i | 6 | -37 | 723 | . | .
SMILES | Ins promoter up | Ins promoter up cell count | WT yeast gro inh | WT yeast gro inh mutant strain | West Nile virus CPE | MT stabilize HCS | MT stabilize HCS Hoechst-high % | MT stabilize HCS cytotoxicity % | Myeloid diff MLP | Myeloid diff MLP GFP+ MAC1+ % | Autophagy mod | Autophagy mod cell loss 18 h | T cell HTS | T cell HTS vesicle-bound % | Hep lipid drop | Hep lipid drop cells 6.5 µM | b-catenin transl | b-catenin transl cell count 5 µM
COc1ccc(-c2c(-c3ccc4c(c3)OCO4)noc2C)cn1 | . | . | . | . | 0.4% | . | . | . | i | 0.9 | . | . | i | 10 | 3 | 764 | . | .
CN(CC(=O)Nc1ccc(F)cc1)C(=O)CCc1ccccc1 | . | . | . | . | -0.2% | . | . | . | i | 3.1 | . | . | i | 44 | -2 | 755 | . | .
O=C(O)c1ccc(C(=O)c2ccc3c(c2)C(=O)N(Cc2ccco2)C3=O)cc1 | -0.45 | 1217 | -13 | -30 | 0.3% | 2.4 | 2.3 | 6.4 | i | 2.5 | i | 3 | i | 32 | 9 | 738 | . | .
CC(C)c1cc(NCC2CCCO2)n2c(nc3ccccc32)c1C#N (stereo unspecified) | 0.46 | 844 | -6 | -3 | 0.8% | 1.1 | 1.2 | 4.7 | i | 0.5 | i | 8 | i | 29 | -4 | 756 | 0.5 | 1156
Cn1c(CN2CCCC2)nc2cc(NS(=O)(=O)c3ccc(Cl)cc3)ccc21 | -1.1 | 956 | . | . | -0.2% | 3.4 | 2.3 | 6.8 | i | 0.9 | i | -38 | i | 48 | 0 | 768 | -3.7 | 1214
CCOC(=O)C(C)CC(C)C(=O)N1CCOCCN(C(=O)C(C)CC(C)C(=O)OCC)CCOCC1 (stereo unspecified) | -0.48 | 1545 | 8 | -24 | -1.0% | 3.2 | 1.9 | 6.9 | i | 1.2 | i | -4 | i | 39 | . | . | 1.6 | 1320
CC(C)(C)c1ccc2c(c1)N(CC(=O)O)C(=O)CO2 | -0.49 | 1174 | -8 | 1 | 0.5% | 3.9 | 3.2 | 7.5 | i | 4.0 | i | -8 | i | 53 | . | . | -0.8 | 696
C#CCOCCOCCOCCNc1nc(N2CCN(C(=O)[C@H]([C@@H](C)CC)n3cc(CCCCN)nn3)CC2)nc(N2CCN(C(=O)[C@H](C)n3cc(CCC(=O)O)nn3)CC2)n1 | -0.33 | 757 | 15 | -1 | 0.8% | 2.4 | 1.4 | 3.1 | i | 1.8 | i | 0 | i | 21 | -3 | 759 | 1.9 | 488

Three compounds out of the list above, ordered by the number in WT yeast gro inh mutant strain, lowest first:
Molecule,WT yeast gro inh mutant strain,West Nile virus CPE,MT stabilize HCS Hoechst-high %,Myeloid diff MLP GFP+ MAC1+ %,T cell HTS,T cell HTS vesicle-bound %
O=C(O)c1ccc(C(=O)c2ccc3c(c2)C(=O)N(Cc2ccco2)C3=O)cc1,-30,0.3%,2.3,2.5,i,32
CC(C)c1cc(NCC2CCCO2)n2c(nc3ccccc32)c1C#N (stereo unspecified),-3,0.8%,1.2,0.5,i,29
CC(C)(C)c1ccc2c(c1)N(CC(=O)O)C(=O)CO2,1,0.5%,3.2,4.0,i,53

Screening results as filed in PubChem.

Rows are unselected; overall some 3.9% were active at least once.
